# High-throughput results from PubChem BioAssay.
# UTI89 phage lysis – inhibition of K1F phage lysis, E. coli UTI89, bacterial capsule biogenesis inhibitors, alamar blue (AID 488966). inhibition, % at 100 µM; hits with a dose series show IC50 in µM. hit rate 0.02% among 340,000. E. coli UTI89 K1F phage lysis, alamar blue, 2 h; higher % means a stronger effect;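 active means phage lysis inhibition, versus mean bacterial control, above a set limit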;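 further: capsule biogenesis inhibitors block K1F phage lysis so surviving cells raise fluorescence; higher fluorescence means more inhibition of phage lysis; actives were called in the ten point dose series up to 300 µM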
# Myeloid diff 2 – myeloid differentiation induction; hit rate 1% among 360,000; ER-HoxA9 myeloid progenitors, lysozyme-GFP differentiation, flow cytometry; calls only at 10 µM;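 active means normalized GFP-positive differentiation at or above the plate's own cutoff, the solvent-only control mean plus 3 SD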;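 further: cells exposed to compound for four days before flow analysis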
# WT yeast gro inh – growth inhibition of WT yeast, mitochondrial fusion screen | mitochondrial fusion phenotypic screen, WT strain | inhibition, % at 10 µM | hit rate 2.1% among 190,000 | AID 1362; in the data active means inhibition above about 58%; tested in S. cerevisiae
# TNAP activators – stimulation of alkaline phosphatase TNAP activity – biochemical, luminescent, no phosphate acceptor, uHTS, primary screen (AID 1001); purified TNAP, luminescent activation assay, no phosphate acceptor; higher activation fold means a stronger effect; one-dose activation fold at 20 µM; EC50 in µM for titrated hits; hit rate 0.03% among 200,000; in the data active means activation fold from about 3, or a potency from the dose series; inactive means the rest, 99 in 100 with activation fold below about 1.6; further: many of its hits are not listed in these tables
# PMI inhibition – human PMI inhibitors, high substrate, primary screen, biochemical, fluorescence intensity, high mannose 6-phosphate (AID 1220). inhibition, % at 20 µM; hits with a dose series show IC50 in µM. recombinant PMI enzyme, coupled fluorescence intensity; higher % means a stronger effect. hit rate 0.66% among 190,000
# Lipid droplet – hepatic lipid droplet formation modulation | hit rate 0.4% among 240,000 | AML12 mouse hepatocytes, oleate lipid droplets, BODIPY imaging | AID 1656 | inhibition, % at 6.5 µM;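 active means lipid droplet intensity inhibited by at least 50%, with more than 500 cells counted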
#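 System: AML12 hepatocytes (mouse). Probe or stimulus: oleic acid at 100 µM to induce lipid droplet formation. Times: overnight treatment with compound plus oleate. Detection: Image-based BODIPY and DAPI two-channel analysis. Evaluation: percent inhibition of filter-corrected integrated lipid droplet intensity per well.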
# M1AAP inhibition – P. falciparum M1AAP inhibitors, biochemical, fluorogenic H-Leu-NHMec substrate, 1536-well (AID 1445). hit rate 0.42% among 220,000. inhibition, % at 30 µM, or IC50 in µM where a hit was titrated. recombinant M1AAP, H-Leu-NHMec fluorogenic kinetic assay; higher % means a stronger effect;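 active means primary inhibition above the hit cutoff, then over 50% inhibition at one or more dose response concentrations, cut at about 23% in these data, passing the limit was not always enough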;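 further: plate controls were DMSO full reaction for no effect and no enzyme background for full effect; strong numbers were not always called active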
# PMI inhibitors – MPI enzyme activity inhibition – biochemical, fluorescence intensity, coupled assay, primary screen (AID 1209); purified PMI enzyme, coupled fluorescence intensity; higher % means a stronger effect; inhibition, % at 20 µM; hits with a dose series show IC50 in µM; hit rate 0.42% among 190,000;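 further: plate controls were DMSO vehicle for no effect and wells lacking substrate for full effect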
# ER stress rescue – rescue of cells from ER stress-induced death, primary screen, 384-well, CSM14.1, thapsigargin, ATP luminescence (AID 1222); one-dose cellular ATP content (survival), % at 20 µM; EC50 in µM for titrated hits; CSM14.1 thapsigargin-induced death rescue, ATP luminescence; higher % means a stronger effect; 190,000 tested, under 10 active;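 active means EC50 below 50 µM in the dose-response confirmation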;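 further: death triggered by thapsigargin at about 15 µM added after 2 h compound pretreatment; cell ATP read after overnight thapsigargin exposure of roughly 18 to 22 hours; normalized against plate controls of thapsigargin alone and 5% DMSO vehicle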
# WT yeast gro inh mutant strain – recorded beside WT yeast gro inh, whose call it bears; inhibition, %; mitochondrial fusion phenotypic screen, mutant strain inhibition
# Lipid droplet cells 6.5 µM – also measured in Lipid droplet; calls as there; cell count; measured here: cell count, cytotoxicity flag;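 cells counted across two imaged fields per well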
# Myeloid diff 2 GFP+ MAC1+ % – also measured in Myeloid diff 2; calls as there; GFP+ MAC1+ double positive, %; measured here: differentiation confirmed by MAC1 staining
# * = called active by the depositor; i = inactive; nt = no result given; [ ] = dose if it differs, or a comment. Unless noted, no stated cut-off is given here; in the data, active means inhibition above about 50%; inactive means the rest. Rows were taken by chance; 4.6% or so of the library scored in one or more.
SMILES,UTI89 phage lysis,Myeloid diff 2,Myeloid diff 2 GFP+ MAC1+ %,WT yeast gro inh,WT yeast gro inh mutant strain,TNAP activators,PMI inhibition,Lipid droplet,Lipid droplet cells 6.5 µM,M1AAP inhibition,PMI inhibitors,ER stress rescue
O=C(c1ccc(Cl)cc1)c1ccc(OCC(=O)N2CCOCC2)cc1,0.1%,i,0.7,-17,-12,nt,nt,nt,nt,5%,nt,nt
COc1cc(S(=O)(=O)N2CCN(Cc3ccccc3)CC2)ccc1Br,-1.1%[50 µM],i,1.3,29,24,1.1,11%,-10,598,0%,11%,0.2%
Cc1cc(C)nc(NC(=O)CSc2nc3ccccc3o2)n1,4.9%,i,5.7,2,-10,1.1,-3%,1,826,1%,1%,0.7%
CCOc1ccccc1C(=O)Nc1cc(=O)n(C)c(=O)n1C,0.0%,i,1.1,18,9,nt,nt,4,740,nt,nt,nt
COc1ccc(S(=O)(=O)NCCSC(C)(C)C)cc1Cl,0.1%,i,5.9,3,-18,1.1,-2%,-15,749,3%,5%,-0.6%
Cc1cc(OC(=O)c2ccccc2)n(CCC#N)n1,1.1%,i,0.3,-2,-1,1.2,-6%,nt,nt,-8%,-3%,0.9%
CC(C)COC(=O)C(C#N)c1nc2ccccc2nc1N1CCN(Cc2ccc3c(c2)OCO3)CC1 (stereo unspecified),6.5%,i,1.3,-8,7,0.9,21%,nt,nt,5%,1%,13%
COc1ccc(C(=O)NCC(=O)OCc2ccc(Br)cc2)cc1,0.3%,i,0.2,4,-14,1.1,10%,6,680,10%,20%,19%
CS(=O)(=O)N1CCN(C2Cc3ccccc3C2)CC1,0.1%,i,2.3,-9,-10,1.1,11%,8,815,8%,11%,-0.5%
COC(=O)c1cc(OC)c(OC)cc1NC(=S)N1CCC(C(N)=O)CC1,2.0%,i,6.3,1,-7,1,-6%,-2,744,6%,-3%,-3.3%
Cc1cc(=O)[nH]c(N)n1,0.1%,i,0.5,nt,nt,nt,nt,0,746,7%,nt,nt
COc1ccccc1NC(=O)N1CCCC1,0.1%,i,0.5,3,-3,1,-3%,18,752,-1%,0%,-1.3%
Cc1cccc(OCCNC(=S)NC(=O)c2cccnc2)c1,1.8%,i,1.2,19,10,0.9,14%,5,646,15%,10%,-4.7%
Cc1cccc2cc(CN(CC3CCCO3)C(=S)NCc3ccco3)c(=O)[nH]c12 (stereo unspecified),-0.1%,i,0.2,-13,-11,1.1,-10%,16,599,0%,0%,-4.0%
O=C(NCc1ccccn1)c1nnc(Cc2ccc(Cl)cc2)o1,0.3%,i,1.7,11,0,1.1,-2%,5,706,-1%,-9%,-3.5%
Cc1c(C(=O)c2cccc(F)c2)c2ccccn2c1CCC#N,-0.2%,i,0.4,10,8,1.1,2%,4,711,8%,-9%,nt
CC[N+](CC)(CC#Cc1ccccc1)CC(=O)c1ccc(Cl)cc1,10%,i,0.2,-2,-21,1.1,-5%,-48,616,4%,-10%,-0.7%
CCOC(=O)C1CCCN(C(=S)NC2CCCC2)C1 (stereo unspecified),0.1%,i,0.0,14,6,1,-2%,-1,526,-1%,3%,-0.6%
CN(Cc1ccccc1)C(=O)c1nc2ccccn2c1CN1CCC(N2CCOCC2)CC1,0.1%,i,0.2,nt,nt,nt,nt,-6,634,2%,nt,nt
Cc1ccc(SCC(=O)N2CCOCC2)cc1,-0.9%,i,1.6,-3,10,1.1,-10%,-11,720,5%,-12%,0.5%
Nc1nc(N2CCCCC2)nc2ccccc12,1.1%,i,1.6,5,-52,1.1,-1%,nt,nt,3%,-6%,1.3%
O=C(O)c1ccc(N2Cc3ccccc3C2)cc1O,0.7%,i,7.6,-24,-4,1.1,-70%,6,766,9%,-43%,-1.8%
COc1ccc(CCC(=O)N2CCN(C3CCCCC3)CC2)cc1,6.7%,i,1.7,-12,-18,1.1,7%,-1,803,0%,13%,-2.1%
COc1ccc2cc(/C=C/C(=O)c3ccco3)c(Cl)nc2c1,nt,nt,nt,-10,-16,1,-24%,5,758,2%,-3%,-0.2%

# No new results follow: entries from further up.
SMILES,UTI89 phage lysis,Myeloid diff 2,Myeloid diff 2 GFP+ MAC1+ %,WT yeast gro inh,WT yeast gro inh mutant strain,TNAP activators,PMI inhibition,Lipid droplet,Lipid droplet cells 6.5 µM,M1AAP inhibition,PMI inhibitors,ER stress rescue
O=C(NCc1ccccn1)c1nnc(Cc2ccc(Cl)cc2)o1,0.3%,i,1.7,11,0,1.1,-2%,5,706,-1%,-9%,-3.5%
Cc1c(C(=O)c2cccc(F)c2)c2ccccn2c1CCC#N,-0.2%,i,0.4,10,8,1.1,2%,4,711,8%,-9%,nt

# Another view of some results above:
# Below each compound: UTI89 phage lysis | Myeloid diff 2 | Myeloid diff 2 GFP+ MAC1+ % | WT yeast gro inh | WT yeast gro inh mutant strain | TNAP activators | PMI inhibition | Lipid droplet | Lipid droplet cells 6.5 µM | M1AAP inhibition | PMI inhibitors | ER stress rescue
O=C(c1ccc(Cl)cc1)c1ccc(OCC(=O)N2CCOCC2)cc1
→ 0.1% | i | 0.7 | -17 | -12 | nt | nt | nt | nt | 5% | nt | nt
COc1cc(S(=O)(=O)N2CCN(Cc3ccccc3)CC2)ccc1Br
→ -1.1%[50 µM] | i | 1.3 | 29 | 24 | 1.1 | 11% | -10 | 598 | 0% | 11% | 0.2%
Cc1cc(C)nc(NC(=O)CSc2nc3ccccc3o2)n1
→ 4.9% | i | 5.7 | 2 | -10 | 1.1 | -3% | 1 | 826 | 1% | 1% | 0.7%
CCOc1ccccc1C(=O)Nc1cc(=O)n(C)c(=O)n1C
→ 0.0% | i | 1.1 | 18 | 9 | nt | nt | 4 | 740 | nt | nt | nt
COc1ccc(S(=O)(=O)NCCSC(C)(C)C)cc1Cl
→ 0.1% | i | 5.9 | 3 | -18 | 1.1 | -2% | -15 | 749 | 3% | 5% | -0.6%
Cc1cc(OC(=O)c2ccccc2)n(CCC#N)n1
→ 1.1% | i | 0.3 | -2 | -1 | 1.2 | -6% | nt | nt | -8% | -3% | 0.9%
CC(C)COC(=O)C(C#N)c1nc2ccccc2nc1N1CCN(Cc2ccc3c(c2)OCO3)CC1 (stereo unspecified)
→ 6.5% | i | 1.3 | -8 | 7 | 0.9 | 21% | nt | nt | 5% | 1% | 13%
COc1ccc(C(=O)NCC(=O)OCc2ccc(Br)cc2)cc1
→ 0.3% | i | 0.2 | 4 | -14 | 1.1 | 10% | 6 | 680 | 10% | 20% | 19%
CS(=O)(=O)N1CCN(C2Cc3ccccc3C2)CC1
→ 0.1% | i | 2.3 | -9 | -10 | 1.1 | 11% | 8 | 815 | 8% | 11% | -0.5%
COC(=O)c1cc(OC)c(OC)cc1NC(=S)N1CCC(C(N)=O)CC1
→ 2.0% | i | 6.3 | 1 | -7 | 1 | -6% | -2 | 744 | 6% | -3% | -3.3%
Cc1cc(=O)[nH]c(N)n1
→ 0.1% | i | 0.5 | nt | nt | nt | nt | 0 | 746 | 7% | nt | nt
